Yfh1-depleted yeast: mitochondrial function rescue without frataxin homolog – Friedreich's ataxia, plus single-dose screen, dose response (AID 1465). S. cerevisiae Yfh1-off respiration, WST-1 reduction, 72 h; higher fold induction means a stronger effect. one-dose fold induction at 50 µM; EC50 in µM for titrated hits. 220,000 tested, 0.074% active;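 active = fold induction of absorbance versus untreated yeast above a set limit, then at least 30% activation at any dose in follow-up; inconclusive = repeats straddling the limit, or above it without dose testing; inactive = fold induction below the set limit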;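 also: activators that raise dye reduction in frataxin-depleted yeast; strong numbers were not always called active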
GPR35 antagonists: inhibition of zaprinast-stimulated GPR35 beta-arrestin translocation – imaging, U2OS, beta-arrestin-GFP, zaprinast agonist, primary screen (AID 2058) | 290,000 tested, 0.052% active | U2OS GPR35 beta-arrestin-GFP translocation imaging, zaprinast antagonism; higher % means a stronger effect | inhibition, % at 10 µM, or IC50 in µM where a hit was titrated;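 active = inhibition of at least 50% with at least 30 cells and total cytoplasm GFP at most 10,000,000; inconclusive = under 30 cells or total GFP of 10,000,000 plus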
GPR55 LPI antagonism: GPR55 antagonists blocking LPI-driven arrestin recruitment, primary screen, imaging, U2OS, beta-arrestin-GFP, LPI agonist (AID 2013); 290,000 tested, 0.13% active; U2OS GPR55 beta-arrestin-GFP translocation imaging, LPI antagonism; higher % means a stronger effect; one-dose inhibition, % at 10 µM; IC50 in µM for titrated hits;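 active = spots per cell inhibited over 60%, with over 100 cells counted and total cytoplasm intensity under 500,000; inconclusive = wells with under 100 cells, flagged as likely toxic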;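 also: U2OS cells stably carrying GPR55 and arrestin-GFP stimulated by 5 µM LPI near EC80; imaged beta-arrestin-GFP aggregate spots per cell after agonist stimulation; plate controls were LPI-stimulated DMSO wells for no effect and DMSO wells without LPI for full effect; some results filed as inactive read as strong as hits; confirmed hits need IC50 under 10 µM and bright autofluorescent wells are also inconclusive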
MgcRacGAP inhibition: MgcRacGAP GTPase-activating activity inhibitors, confirmation, biochemical, ADP Hunter fluorescence. 340,000 tested, 0.6% active. AID 624330. MgcRacGAP-stimulated Rac1 GTP hydrolysis, ADP Hunter fluorescence; higher % means a stronger effect; GST-tagged Rac1 F28L mutant substrate. inhibition, % at 30 µM, or IC50 in µM where a hit was titrated;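 active = first-screen hits whose inhibition reached a set limit at any dose in the follow-up dose series; inconclusive = inhibition above the set first-screen limit but never retested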;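 also: fluorescence reports GDP produced by GAP-driven GTP hydrolysis; strong numbers were not always called active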
GPR55 beta-arrestin: GPR55 agonists via beta-arrestin recruitment, primary screen, imaging, U2OS cells, beta-arrestin-GFP redistribution (AID 1961). U2OS GPR55 beta-arrestin-GFP redistribution imaging; higher % means a stronger effect. one-dose activation, % at 10 µM; EC50 in µM for titrated hits. 290,000 tested, 0.048% active;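 active = activation above 40% with more than 50 cells counted in the well; inconclusive = wells holding fewer than 50 cells, flagged as toxic or sparse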;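 also: U2OS osteosarcoma cells stably expressing GPR55 and beta-arrestin-GFP; plate controls were DMSO negative control for no effect and LPI positive control for full effect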
Dengue-2 NS5 capping: Dengue-2 NS5 methyltransferase inhibitors, primary screen, biochemical, confirmation dose response (AID 588689); Dengue-2 NS5 methyltransferase capping enzyme assay, biochemical; higher % means a stronger effect; inhibition, % at 25 µM; hits with a dose series show IC50 in µM; 340,000 tested, 0.3% active; in the data active = a potency from the dose series; inconclusive = inhibition above about 29% without an active follow-up result
SV40 large T antigen: SV40 large T antigen inhibitors, biochemical (AID 1903) | 310,000 tested, 0.39% active | one-dose inhibition, % at 20 µM; IC50 in µM for titrated hits | SV40 large T antigen ATPase/helicase inhibition assay; higher % means a stronger effect; in the data active = a potency from the dose series; inconclusive = inhibition mostly from about 32% at the one dose, without a potency; inactive = the rest, 99 in 100 with inhibition below about 32%; also: strong numbers were not always called active
NTR1 agonist: NTR1-driven beta-arrestin-GFP spot formation – imaging, U2OS cells, high content, primary screen (AID 493036) | agonist mode | P30989 | activation, % at 20 µM | 330,000 tested, 0.17% active;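 active = activation at or above 40% of the spot to cytoplasm intensity ratio, with at least 20 cells analyzed; inconclusive = wells under 20 cells, flagged as cytotoxic or low count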;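 also: 0% = DMSO without peptide and 100% = 100 nM NTR1 peptide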
Target sequence (P30989 whole entry, looked up): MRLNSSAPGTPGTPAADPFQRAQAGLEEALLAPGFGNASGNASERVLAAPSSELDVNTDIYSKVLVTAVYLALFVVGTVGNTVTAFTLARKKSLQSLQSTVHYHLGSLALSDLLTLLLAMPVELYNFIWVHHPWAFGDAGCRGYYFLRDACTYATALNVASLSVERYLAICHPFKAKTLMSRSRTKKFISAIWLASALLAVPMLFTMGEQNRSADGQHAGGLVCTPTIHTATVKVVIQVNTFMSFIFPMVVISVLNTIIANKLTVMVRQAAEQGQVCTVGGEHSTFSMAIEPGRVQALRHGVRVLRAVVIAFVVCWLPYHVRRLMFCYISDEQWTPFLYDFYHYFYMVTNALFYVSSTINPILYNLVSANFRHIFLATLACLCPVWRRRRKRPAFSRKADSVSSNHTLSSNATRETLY
AID2073: disruptors of CaV2.2 binding to Mint1 – biochemical, HTRF (AID 2073) | HTRF protein-protein interaction, Mint1-CaV2.2; higher % means a stronger effect | inhibition, % at 20 µM, or IC50 in µM where a hit was titrated | 290,000 tested, 0.19% active; in the data active = inhibition mostly above about 51%, no sharp cut-off; inconclusive = no clear call, values can overlap the other calls; inactive = mostly below about 53%; also: some results filed as inactive read as strong as hits
NTR1 agonist cell count 20 µM: further read-out of NTR1 agonist, marked with its call; cell count; measured here: cell count, cytotoxicity flag
Dengue-2 NS5 capping pilot replicate: second read-out of Dengue-2 NS5 capping, no call of its own (marks repeat the call); inhibition, %; measured here: pilot screen replicate inhibition
Numbers without * were called inactive; i = inactive; ? = inconclusive; / = no result given; & = joins results of further samples. Outcome played no part in choosing rows. About 1.7% of those tested had a hit in this group.

SMILES	Yfh1-depleted yeast	GPR35 antagonists	GPR55 LPI antagonism	MgcRacGAP inhibition	GPR55 beta-arrestin	Dengue-2 NS5 capping	SV40 large T antigen	NTR1 agonist	NTR1 agonist cell count 20 µM	AID2073	others
Cc1nc2c(Cl)cccc2[nH]1	i	-12%	4%	7%	0.2%	-2%	5%	4.3	84	-4%
Cc1nonc1N1CCN(Cc2cn[nH]c2-c2ccc3c(c2)OCO3)CC1	i	-2%	8%	10%	-0.2%	-9%	-3%	0.3	79	-14%
CCC[C@@H]1CCCO[C@@](C(=O)NCc2ccccn2)(C(F)(F)F)C1	i	/	/	8%	/	-11%	12%	-5.3	62	/
CC(=O)Nc1ccc(N2C(=O)CSC2c2cccc(Br)c2)cc1 (stereo unspecified)	/	-7%	-2%	19%	0.3%	-2%	21%	-0.5	85	-3%
O=C(CSCCO)Nc1ccc([N+](=O)[O-])cc1	i	0%	-2%	5%	-0.1%	-10%	6%	-0.2	36	0%
CN(CC(=O)Nc1c(Cl)cccc1Cl)C(=O)CCCN1C(=O)c2ccccc2C1=O	i	-7%	-8%	-7%	-0.2%	2%	13%	0.2	76	-3%
Cc1ccc(NC(=O)C2CC(=O)n3c(nc4ccccc43)N2)cc1C (stereo unspecified)	i	-11%	11%	6%	0.0%	-1%	8%	-1.2	65	6%
O=C(C1CCCC1)N1CCCC(Nc2ccccc2)C1 (stereo unspecified)	/	7%	-1%	7%	-0.1%	3%	16%	0.5	67	10%
COCCNC(=O)CCCn1c(=O)c2cc(OC)c(OC)cc2n(CC(=O)c2ccccc2)c1=O	i	-15%	2%	5%	-0.8%	-2%	14%	0.4	59	4%
CNC(=O)c1cc(NC(=O)CCn2nc(-c3ccccc3)c3ccccc3c2=O)ccc1OC	i	10%	15%	-4%	-0.2%	-5%	5%	-0.8	53	-12%
Cc1cc(Cl)ccc1NNC(=O)CCc1ccccc1	i	7%	10%	12%	0.4%	-2%	5%	0.4	44	4%
COc1cc(NC(=O)c2ccnn2C)c(OC)cc1Cl	i	-3%	-1%	11%	0.3%	0%	7%	-1.8	92	-11%
COc1cc([N+](=O)[O-])ccc1NC(=O)CCCOc1cc(C)ccc1C	i	-5%	-4%	2%	0.1%	-4%	8%	0.9	42	-6%
CCOc1cc(/C=C/c2ccc3cccc([N+](=O)[O-])c3n2)ccc1O	i	-5%	12%	?	0.6%	-4%	4%	3.0	60	0%
Cc1cc(CN2CCCC(CNC(=O)c3ccc(F)cc3)C2)cc(C)c1O (stereo unspecified)	i	-6%	7%	-1%	0.1%	-8%	-6%	-0.1	37	-6%
O=C(Nc1ccc(C(=O)N2CCC(N3CCCC3)CC2)cc1)c1ccc(Br)o1	/	/	/	2%	/	7%	13%	0.5	76	/
CC(C)Cc1nc2c(nnn2Cc2ccccc2F)c(=O)[nH]1	i	-2%	-11%	3%	0.7%	-9%	23%	-0.4	64	13%
O=c1cc(NCc2ccco2)[nH]c(=O)n1-c1ccc(Br)cc1	i	0%	6%	4%	-0.4%	-5%	21%	-1.4	48	14%
C/C(=N\NC(=O)c1ccccc1O)c1cccs1	i	0%	-5%	8%	0.2%	-5%	11%	4.8	62	0%
O=C(O)c1ccc(NS(=O)(=O)c2cc(Cl)ccc2Cl)cc1O	i	-1%	-5%	10%	-0.1%	19%	6%	0.6	44	5%
O=C(CNC(=O)c1ccccc1F)Nc1ccncc1	/	/	/	7%	/	-4%	23%	-0.1	55	/
COc1ccc(CCC(=O)N(C)CC(=O)Nc2ccc(Cl)c(C(F)(F)F)c2)cc1	/	10%	2%	10%	-0.1%	-8%	1%	2.7	70	-3%
O=C(NCC1CCCO1)c1nc2c(nnn2Cc2ccccc2Cl)c(=O)[nH]1 (stereo unspecified)	i	10%	0%	4%	0.9%	-1%	-6%	-0.1	55	-1%
O=C(CSc1nnnn1-c1cccc(C(=O)O)c1)NC(c1ccccc1)c1ccccc1	i	2%	12%	-4%	-0.1%	-11%	10%	0.1	50	0%
CC12CN(C(=O)c3ccc(Cl)cc3)C3(C#N)CC1CCC23C (stereo unspecified)	i	12%	0%	4%	-0.2%	-6%	8%	2.6	76	0%	Dengue-2 NS5 capping pilot replicate=-0.5

A draw from above in order of number of heavy atoms, ascending:
SMILES	Yfh1-depleted yeast	GPR35 antagonists	GPR55 LPI antagonism	MgcRacGAP inhibition	GPR55 beta-arrestin	Dengue-2 NS5 capping	SV40 large T antigen	NTR1 agonist	NTR1 agonist cell count 20 µM	AID2073	others
COc1cc([N+](=O)[O-])ccc1NC(=O)CCCOc1cc(C)ccc1C	i	-5%	-4%	2%	0.1%	-4%	8%	0.9	42	-6%
Cc1nonc1N1CCN(Cc2cn[nH]c2-c2ccc3c(c2)OCO3)CC1	i	-2%	8%	10%	-0.2%	-9%	-3%	0.3	79	-14%
O=C(CSc1nnnn1-c1cccc(C(=O)O)c1)NC(c1ccccc1)c1ccccc1	i	2%	12%	-4%	-0.1%	-11%	10%	0.1	50	0%

Taken from the listing for reference:
SMILES	Yfh1-depleted yeast	GPR35 antagonists	GPR55 LPI antagonism	MgcRacGAP inhibition	GPR55 beta-arrestin	Dengue-2 NS5 capping	SV40 large T antigen	NTR1 agonist	NTR1 agonist cell count 20 µM	AID2073	others
Cc1nc2c(Cl)cccc2[nH]1	i	-12%	4%	7%	0.2%	-2%	5%	4.3	84	-4%
Cc1nonc1N1CCN(Cc2cn[nH]c2-c2ccc3c(c2)OCO3)CC1	i	-2%	8%	10%	-0.2%	-9%	-3%	0.3	79	-14%
CCC[C@@H]1CCCO[C@@](C(=O)NCc2ccccn2)(C(F)(F)F)C1	i	/	/	8%	/	-11%	12%	-5.3	62	/
CC(=O)Nc1ccc(N2C(=O)CSC2c2cccc(Br)c2)cc1 (stereo unspecified)	/	-7%	-2%	19%	0.3%	-2%	21%	-0.5	85	-3%

(cont.)
SMILES	Yfh1-depleted yeast	GPR35 antagonists	GPR55 LPI antagonism	MgcRacGAP inhibition	GPR55 beta-arrestin	Dengue-2 NS5 capping	SV40 large T antigen	NTR1 agonist	NTR1 agonist cell count 20 µM	AID2073	others
Cc1ccc(NCc2nnc(SCC(N)=O)n2CC2CCCO2)c(C)c1 (stereo unspecified)	i	-4%	7%	4%	0.1%	2%	8%	-1.1	78	8%
O=c1nc2ccccc2c(NS(=O)(=O)c2ccccc2)n1-c1ccccc1	i	8%	-4%	9%	0.5%	-6%	3%	4.4	52	-5%
NC(N)=N/N=C/c1ccc(Cl)c(Cl)c1	i	9%	24%	/	0.6%	/	13%	1.9	44	4%
Cc1ccc(/C=N/N2CCN(c3ccccn3)CC2)cc1	i	9%	0%	6%	0.0%	-20%	3%	1.5	33	-14%
Cc1cccc(/C=N/NC(=O)c2cc3c(s2)-c2ccccc2CC3)c1	i	-8%	-20%	7%	0.0%	3%	10%	7.5	65	12%
Cc1ccc(Nc2nc(C(=O)N3CCC(C(=O)NCCN4CCOCC4)CC3)cs2)cc1	i	-3%	-9%	6%	0.1%	-1%	12%	-0.2	75	-7%	Dengue-2 NS5 capping pilot replicate=-1.5
CC(C)(C)NS(=O)(=O)c1ccc(OCC(=O)NCc2ccco2)cc1	i	28%	-12%	5%	0.0%	-4%	-2%	-0.7	58	-1%
O=C(Nc1ncccn1)c1ccc(Cl)c([N+](=O)[O-])c1	/	8%	-3%	5%	-0.1%	-3%	0%	-1.2	64	8%	Dengue-2 NS5 capping pilot replicate=-1.5
O=C(NCc1ccc2c(c1)OCO2)C1CCC(=O)N1C1CCCCC1 (stereo unspecified)	i	-5%	-1%	8%	-0.2%	-9%	6%	0.3	78	-12%
Cc1cc(C)n(CCCN2C(=O)c3cccc4cccc(c34)C2=O)n1	i	-15%	-18%	12%	-0.1%	6%	-4%	-1.2	94	-8%
COc1ccc(S(=O)(=O)N2CCCC(C(=O)N3CCN(c4ccccc4)CC3)C2)cc1Cl (stereo unspecified)	/	-11%	8%	5%	0.2%	3%	23%	2.4	67	2%
O=C(Cn1nnc(-c2ccncc2)n1)N(C1CCCCC1)C1CCCCC1	i	-2%	6%	11%	-0.1%	-6%	1%	0.2	53	1%
CC1CCC(C(C)C)C(=O)/C1=C\c1ccc(NC(=O)CCC(=O)O)cc1 (stereo unspecified)	i	-3%	10%	5%	-0.2%	-4%	-6%	-1.4	94	18%
CC(=O)N(Cc1ccco1)C1(C(=O)NC2CCCC2)CCCCC1	i	-2%	-4%	4%	0.0%	0%	-5%	-1.3	91	-6%
CC(=O)SC1CC2=CC(=O)CCC2(C)C2CCC3(C)C(CCC34CCC(=O)O4)C12 (stereo unspecified)	i	3%	-14%	2%	-0.1%	0%	29%	-1.1	26	4%
COCCNC(=S)N(Cc1cc2cc(C)ccc2n2nnnc12)C1CCCC1	i	0%	-5%	1%	0.2%	1%	11%	4.3	44	2%
Cc1ccc(NC(=S)/N=C(\N)Nc2nc(C)c3ccccc3n2)cc1C	i	-8%	0%	14%	0.1%	-3%	2%	2.8	38	7%
CCCCC(=O)O[C@H]1CC[C@H]2[C@@H]3CCc4cc(O)ccc4[C@H]3CC[C@]12C	i	2%	5%	10%	-0.2%	-4%	24%&22%	30	39	3%
N#C/C(=C\c1c[nH]c2ccc(Br)cc12)c1ccccn1	/	3%	-4%	-2%	-0.1%	-3%	1%	51*	91*	7%
Cc1c(NC(=O)c2ccc(-c3cccc([N+](=O)[O-])c3)o2)c(=O)n(-c2ccccc2)n1C	i	18%	-2%	9%	-0.1%	8%	12%	1.3	29	18%
CCC(=O)c1ccc(-c2ccccc2)cc1	i	9%	4%	13%	0.3%	-2%	8%	2.4	40	7%

Bioassay records deposited in PubChem by several laboratories.
